Mcl1-Noxa inh – Mcl-1/Noxa interaction inhibition | Q07820 | 220,000 tested, 1.5% active | TR-FRET Mcl-1/Noxa peptide binding, 2 h | AID 1022 | inhibition, % at 21.7 µM;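 active = compounds that cut the protein-peptide binding signal by more than 50% relative to plate controls in a single-dose test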;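 note: His-tagged Mcl-1 with rhodamine Noxa BH3 peptide and terbium anti-His antibody; 0% = Mcl-1 plus Noxa peptide wells and 100% = peptide-only wells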
Target sequence (Q07820 whole entry, looked up): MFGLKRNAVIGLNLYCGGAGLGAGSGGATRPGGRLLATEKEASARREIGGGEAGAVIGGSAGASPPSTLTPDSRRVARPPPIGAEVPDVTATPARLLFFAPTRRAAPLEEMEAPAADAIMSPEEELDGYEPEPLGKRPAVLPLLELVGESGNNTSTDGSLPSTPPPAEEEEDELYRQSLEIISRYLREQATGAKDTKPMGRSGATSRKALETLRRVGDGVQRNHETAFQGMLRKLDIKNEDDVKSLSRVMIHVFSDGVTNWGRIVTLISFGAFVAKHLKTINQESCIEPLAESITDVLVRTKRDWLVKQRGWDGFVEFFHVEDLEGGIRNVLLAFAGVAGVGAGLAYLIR
Cdc42 wt GTP – modulators (inhibitors or activators) of GTP binding to human Cdc42 wildtype | GST-Cdc42 beads, Bodipy-GTP binding, flow cytometry; actives lie on both sides | percent activity (GTP binding), % at 10 µM | 190,000 tested, 0.2% active | P60953;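 active = percent activity GTP binding at least 20 points away from the 100% baseline, either down as inhibitor or up as activator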;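 note: median bead fluorescence of bound Bodipy-FL-GTP at 100 nM; 0% = excess unlabeled GTP control and 100% = no compound control; below 100% means less GTP binding so inhibitor and above means activator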
Target sequence (P60953 whole entry, looked up): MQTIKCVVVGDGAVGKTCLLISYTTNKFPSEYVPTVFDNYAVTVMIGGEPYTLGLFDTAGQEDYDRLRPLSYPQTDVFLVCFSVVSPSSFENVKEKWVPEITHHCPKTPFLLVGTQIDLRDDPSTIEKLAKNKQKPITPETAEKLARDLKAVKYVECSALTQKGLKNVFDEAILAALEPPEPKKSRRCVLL
Pf gametocyte – kills late stage P. falciparum gametocytes; P. falciparum stage V gametocytes, ATP luminescence, 24 h; inhibition, % at 10.9 µM; 150,000 tested, 0.065% active; AID 743093;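 active = inhibition above the mean plus 3 SD of compounds within the control limits, set per campaign, cut at about 38% in these data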;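 note: 0% = DMSO wells and 100% = medium only without gametocytes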
Rac1 act GTP bind – alters GTP binding to activated mutant human Rac1. 190,000 tested, 0.11% active. AID 764. percent activity (GTP binding), % at 10 µM. P63000. GST-Rac1 activated beads, fluorescent GTP binding, flow cytometry; actives lie on both sides; 100% means binding = to untreated wells;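 active = GTP binding at least 20 percentage points away from the 100% baseline, in either direction, so actives lie on both sides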
Rab7 wt GTP bind – modulators of GTP binding to dog Rab7 wildtype GTPase. GTP binding activity (percent of control), % at 10 µM. AID 758. GST-Rab7 beads, fluorescent GTP binding, flow cytometry; actives lie on both sides; untreated = 100%, excess cold GTP = 0%. 190,000 tested, 0.055% active;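 active = fluorescent GTP binding to Rab7 beads changed by at least 20 points from the 100% baseline, either direction, mostly lower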;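 note: median green fluorescence of bound Bodipy-FL-GTP per Rab7 bead population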
Rab2A wt mod – changes GTP binding to wildtype dog Rab2A, up or down | GTP binding activity, % at 10 µM | AID 760 | P61105 | GST-Rab2 wt beads, Bodipy-GTP binding, flow cytometry | 190,000 tested, 0.19% active;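 active = GTP binding activity at least 20 points away from 100%, either lowered or raised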;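 note: 0% = beads with excess unlabeled GTP and 100% = no-compound control corrected for plate trend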
Rac1 wt GTP bind – alters GTP binding to wildtype human Rac1. P63000. GST-Rac1 beads, fluorescent GTP binding, flow cytometry; actives lie on both sides; 0 = cold GTP competed, 100 = untreated. GTP binding activity (% of control), % at 10 µM. 190,000 tested, 0.27% active. AID 757;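 active = GTP binding activity at least 20 points away from the 100% control level, either lower or higher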
HRas wt GTP bind – changes GTP binding to wildtype human HRas. GST-Ras wt beads, Bodipy-FL-GTP binding, flow cytometry; actives lie on both sides. GTP binding activity, % at 10 µM. 190,000 tested, 0.14% active. AID 759;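 active = GTP binding activity at least 20% away from the 100% baseline, either lowered as inhibitor or raised as activator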;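 note: 0% = unlabeled GTP competition control and 100% = no-compound control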
Target sequence (P01112 whole entry, looked up): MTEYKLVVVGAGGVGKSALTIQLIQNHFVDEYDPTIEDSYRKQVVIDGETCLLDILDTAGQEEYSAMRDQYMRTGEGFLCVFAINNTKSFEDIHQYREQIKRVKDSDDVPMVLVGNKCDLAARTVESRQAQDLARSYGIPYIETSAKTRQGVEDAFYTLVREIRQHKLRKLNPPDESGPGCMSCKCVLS
ABCG2 block – inhibitors of human ABCG2 transporter, ABCB1 counter-screen. Q9UNQ0. IgMXP3 cells, JC-1 efflux, flow cytometry. inhibition, % at 6.6 µM. 190,000 tested, 0.1% active. AID 1325;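 active = inhibition above 80%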;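 note: 0% = DMSO and 100% = nicardipine control wells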
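System: two drug-resistant human cell lines, ABCG2 and ABCB1; controls: nicardipine high and DMSO low controls; times: 10 min exposure at 25 °C with rotation, no wash; detection: flow cytometry of retained JC-1 fluorescence; read-out basis: percent efflux inhibition, scaled nicardipine 100% to DMSO 0%; doses: one concentration, 6.6 µM final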
ABCB1 inh – inhibitors of human ABCB1 transporter, ABCG2 counter-screen | 190,000 tested, 0.067% active | CCRF-Adr cells, JC-1 efflux, flow cytometry | inhibition, % at 6.6 µM | P08183 | AID 1326; in the data active = inhibition above about 40%;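 note: 0% = vehicle and 100% = reference inhibitor; higher value means more JC-1 retained so stronger ABCB1 efflux block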
Avidin bead fluor – compound fluoresces at 488/530 nm on avidin beads; compound fluorescence 488/530 nm, flow cytometry; hits give high values; fluorescence (KMESF) at 10 µM; 220,000 tested, 0.38% active; in the data active = fluorescence above about 47; note: inactives centre near 10
Numbers without * were called inactive; · = not tested or not shown; & = joins results of further samples.

SMILES	Mcl1-Noxa inh	Cdc42 wt GTP	Pf gametocyte	Rac1 act GTP bind	Rab7 wt GTP bind	Rab2A wt mod	Rac1 wt GTP bind	HRas wt GTP bind	ABCG2 block	ABCB1 inh	Avidin bead fluor
CC[N+](C)(C)Cc1ccccc1Br	7	101	·	100	94	99	104	98	3	0.9	7
CN(C)CCN(Cc1ccccc1)c1ccccn1	32&-1	104	·	101	103	101	104	104	2	0.6	7&7
CN(CC(=O)NCc1cccc(F)c1)C(=O)c1ccco1	-9	102	·	100	107	105	105	105	0	0.0	12
COCCSc1nnc(NS(=O)(=O)Cc2ccccc2)s1	9	100	-16	99	95	96	102	98	0	0.0	11
Cc1cccc(N(CC(=O)NCc2ccco2)C(=O)CCC(=O)Nc2nccs2)c1	-2	97	2	98	102	97	99	98	1	0.3	12
O=C(OC[C@@H]1CCCN2CCCC[C@H]12)c1cc2ccccc2oc1=O	33	104	-2	99	100	98	106	97	9	0.7	1
Cc1cc(=O)[nH]c(N/N=C/C=C/c2ccccc2)n1	1	92	0	93	95	92	93	92	13	1.2	24
CCOC(=O)c1c(C)[nH]c(C=Nc2ccc(OC)cc2)c1O	31	101	·	98	97	99	103	102	1	-0.1	22
Cc1cccc(-c2nc(CSCC(=O)N3CCN(Cc4ccc5c(c4)OCO5)CC3)c(C)o2)c1	5	96	·	95	93	97	97	98	-8	-0.9	6
CCOC(=O)C1CCCN(S(=O)(=O)c2ccccc2)C1 (stereo unspecified)	-1	99	-20	97	97	98	101	98	3	0.3	9
CN=C(Nc1ccc(Cl)cc1)c1ccc(C(F)(F)F)cc1	3	·	12	·	·	·	·	·	0	0.1	13
CC(C)C(NC(=O)c1ccco1)C(=O)OCc1cc([N+](=O)[O-])cc2c1OCOC2 (stereo unspecified)	6	97	·	95	96	92	97	95	13	2.8	10
COC(=O)CN(n1cnnc1)S(=O)(=O)c1ccccc1Cl	18	105	·	102	101	102	105	104	1	0.3	36
O=C(Nc1ccccc1)C1CC(=O)N(c2ccc3c4c(cccc24)CC3)C1 (stereo unspecified)	5	100	·	97	96	99	98	98	3	0.9	8
Oc1c(Br)cc2oc3c(c2c1CNCc1ccccc1)CCCC3	13	100	·	96	100	99	100	98	1	0.2	6
N#CCc1c(C#N)c(N)nc(N2CCCC(CO)C2)c1C#N (stereo unspecified)	8	91	10	91	95	91	92	91	1	0.6	16
Cc1noc(C)c1S(=O)(=O)N1CCC(C(=O)N(C)Cc2ccccc2)CC1	7	104	8	99	99	101	101	102	12	1.4	8
Cc1ccc(S(=O)(=O)N2CCC(C(=O)OCc3ccc([N+](=O)[O-])cc3)CC2)cc1	16	103	·	101	102	101	106	99	7	1.9	15
COc1nc(N=C(N)N)nc2ccc(C)cc12	0	102	17	98	101	99	99	99	-1	-0.4	9
CCCSc1nsc(NC(=O)CCC)n1	20	109	10	108	107	104	113	108	6	0.0	11
CSc1oc(-c2ccco2)nc1S(=O)(=O)c1ccc(Br)cc1	18	101	·	97	101	100	102	101	3	0.9	5
CC1(C)Cc2ccccc2-c2nnc(SCC(=O)N3CCN(c4ccccc4)CC3)n21	-11	98	·	97	96	98	101	97	1	0.9	34
CC1CCN(c2nc3ccc(C(=O)N4CCN(Cc5ccccc5)CC4)cc3s2)CC1	21	94	·	95	95	97	95	95	0	1.1	12
COc1ccc(C(C)=O)cc1CSc1nnc2c(Cl)cc(Cl)cn12	7	96	·	94	99	96	98	98	-1	-2.1	11
COCCNC(=S)Nc1ccc(S(=O)(=O)Nc2cnc3ccccc3n2)cc1	18	98	0	99	97	98	99	95	-1	-0.1	10
O=C(NCc1ccccn1)c1ccco1	-2	95	-1	93	96	96	94	93	0	-0.3	22
C=CCc1ccccc1OCC(O)Cn1ccnc1C (stereo unspecified)	4	100	·	99	102	100	103	102	1	0.2	33
COc1ccc(/C=C/C(=O)OCCNC(=O)c2ccncc2)cc1OC	14	98	-5	99	103	102	101	100	2	-0.1	7
CCc1nnc(NC(=O)C(CC)c2ccccc2)s1 (stereo unspecified)	-9	101	-7	99	100	98	101	99	1	0.5	5
CCOC(=O)c1ccc(NC(=O)CN2CCc3ccccc3C2)cc1	-12	102	-3	97	95	100	101	100	9	1.2	13

Complete entries as entered above. Values in the order: Mcl1-Noxa inh | Cdc42 wt GTP | Pf gametocyte | Rac1 act GTP bind | Rab7 wt GTP bind | Rab2A wt mod | Rac1 wt GTP bind | HRas wt GTP bind | ABCG2 block | ABCB1 inh | Avidin bead fluor
CC(C)C(NC(=O)c1ccco1)C(=O)OCc1cc([N+](=O)[O-])cc2c1OCOC2 (stereo unspecified) is listed with 6 | 97 | · | 95 | 96 | 92 | 97 | 95 | 13 | 2.8 | 10
CCOC(=O)C1CCCN(S(=O)(=O)c2ccccc2)C1 (stereo unspecified) is listed with -1 | 99 | -20 | 97 | 97 | 98 | 101 | 98 | 3 | 0.3 | 9

Other structures:
SMILES	Mcl1-Noxa inh	Cdc42 wt GTP	Pf gametocyte	Rac1 act GTP bind	Rab7 wt GTP bind	Rab2A wt mod	Rac1 wt GTP bind	HRas wt GTP bind	ABCG2 block	ABCB1 inh	Avidin bead fluor
COc1ccc(NCc2nnc(SCC(=O)Nc3ccccc3)n2C)cc1	22	95	-8	95	97	98	95	94	15	1.7	11
CCOC(=O)c1cc(NC(=O)N(C(C)C)C(C)C)c(C)nc1C	-5	105	·	102	99	99	105	101	4	0.5	8
COc1ccc(/C=C2\NC(=O)C(C=NCc3ccccc3)=C2O)cc1	1	103	-13	101	96	100	103	101	26	0.8	12
O=C(O)CCCNCc1ccccc1F	-2	100	·	98	103	98	105	100	-1	0.5	22
COC(=O)c1[nH]c2cc(OC)ccc2c1NC(=O)CN1CCOCC1	-4	99	·	99	100	99	101	101	42	1.0	28
Oc1ccc(/C=N/NC2=NCCCCC2)cc1	-13	94	·	97	100	98	95	97	0	0.1	7
CCn1cc(C(=O)OCC(=O)Nc2ccc(C(C)C)cc2)c(=O)c2ccc(C)nc21	12	88	-1	86	102	90	88	94	2	0.3	25
CN1C(=O)CSc2ccc(NC(=O)N3CCN(c4ccccc4)CC3)cc21	6	93	-5	92	92	94	88	93	4	0.2	13
O=C(c1ccc(Br)o1)N1CCN(c2ccccc2F)CC1	-2	101	4	97	102	98	100	99	4	0.2	14
O=C1COc2ccc(-c3n[nH]c(=O)c4ccccc34)cc2N1	18	99	-7	97	95	96	99	98	9	0.3	9
Cc1cc(NC(=O)C(C)(C)C)no1	15	105	·	101	104	102	110	103	2	0.5	9
Cc1nc(N)sc1Cc1ccc2c(c1)OCO2	14	98	12	98	99	102	103	99	0	1.4	12
CC(C)NC(=S)NC(=O)c1ccc(Cl)cc1Cl	7	101	-4	99	99	99	103	97	-5	-1.2	5
C/C(=N\NC(=O)c1cccc(S(=O)(=O)N2CCCC2)c1)c1ccco1	3	97	-5	98	96	95	99	97	5	0.3	5
COC(=O)c1sc(S(=O)(=O)NCCC(=O)O)c(C(=O)OC)c1C	5	95	4	96	103	98	99	98	-2	-0.1	22
O=[N+]([O-])c1c(Nc2ccccc2)ccc2nonc12	2	105	·	99	99	103	106	103	-3	-3.6	7
O=C(/C=C/c1ccccc1)N/C(=C/c1ccccc1)C(=O)N1CCCCC1	6	98	·	97	96	101	101	96	-2	1.9	12
Cc1ccsc1/C=C1\SC(N)=NC1=O	-5	110	13	104	103	102	111	106	2	0.0	14
C=CCCC(=O)Nc1nc(C)c(-c2csc(Nc3ccc(Cl)cc3Cl)n2)s1	11	97	-13	96	97	97	98	95	-2	-0.6	36
OC(COc1ccc2ccccc2c1)CN1CCCC1 (stereo unspecified)	-15	108	-5	101	104	102	107	102	5	2.7	8
O=C(CN(CCO)c1ccccc1)Nc1cccc(S(=O)(=O)N2CCCC2)c1	5	96	·	93	102	97	99	95	5	0.8	9
COc1cc2c(=O)n(CC3CCCO3)c(=O)n(CC(=O)Nc3cccc(Cl)c3)c2cc1OC (stereo unspecified)	13	97	1	96	94	98	98	97	-5	-0.8	6
CCc1ccccc1NC(=S)N(Cc1cccc(C)c1)c1cccnc1	7	91	-27	93	99	92	91	97	6	0.0	14
COCCN1C(=O)c2oc3ccccc3c(=O)c2C1c1ccc(OC)c(OC)c1 (stereo unspecified)	-1	100	·	98	103	102	100	100	-2	0.0	6
O=C(COC(=O)/C=C/c1ccc(Br)o1)NCCCN1CCCC1=O	6	96	18	96	97	95	102	94	4	0.9	19
CN=c1scc(-c2ccccc2F)n1/N=C/c1ccc[nH]1	24	97	-22	97	99	97	98	94	3	0.9	9
CCCCNC(=O)CN1C(=O)NC2NC(=O)NC21 (stereo unspecified)	5	101	·	96	96	99	103	96	-1	-0.6	4
Cn1ncc(C#N)c1NC(=O)C1CC(c2ccc(Cl)c(Cl)c2)=NO1 (stereo unspecified)	2	102	·	97	103	100	100	99	0	0.0	35
O=C(CSCc1c(F)cccc1Cl)Nc1cccnc1	1	99	-4	96	97	98	100	97	5	0.8	13
COc1ccc(Cl)cc1NC(=O)CNc1ccccc1CN(C)C1CCCCC1	8	102	·	99	106	105	103	101	4	0.3	11
CN1CCN(C(=O)/C(=C\c2cccs2)NC(=O)c2cccs2)CC1	-7	103	-14	101	94	101	100	103	-3	-0.4	16
C=CCN(C(=O)c1cccc(N2C(=O)C3CC=CC(C)C3C2=O)c1)c1ccccc1 (stereo unspecified)	6	98	·	96	103	98	101	99	4	1.0	12
O=C(Cn1nnc2ccccc2c1=O)NCCc1ccc(Cl)cc1Cl	12	102	4	100	99	97	102	98	16	0.7	10
O=C1C(Nc2ccccc2)=C(N2CCCCC2)C(=O)c2ccccc21	8	100	·	98	98	98	100	100	4	0.2	7
COc1ccc(C(=O)C2CCCN(Cc3ccc4nonc4c3)C2)c(OC)c1 (stereo unspecified)	-2	96	14	96	97	97	99	95	15	3.8	3
O=C(OC(C(=O)NCc1cccs1)c1ccccc1F)c1ccco1 (stereo unspecified)	-29	102	0	99	101	101	105	101	2	0.6	7
CCOc1ccc(C(=O)OC2CCN(C)CC2)cc1	14	101	·	99	94	98	104	100	3	0.7	7
CCCCN=Cc1c(C)[nH]n(-c2ccccc2)c1=S	20	100	12	97	99	98	96	96	2	0.1	11
O=C(c1ccc2nc[nH]c2c1)N1CCc2ccccc2C1	13	100	-14	98	105	106	107	104	3	0.9	8
Cc1cc(C(=O)NCCCOC(C)C)c2ccccc2n1	0	98	·	98	98	100	96	101	0	0.1	10
COc1ccc(NC(=O)CCN2CCCCCC2)cc1	2	101	·	99	101	101	107	100	0	0.1	20
COC(=O)c1ccc(NC(=O)Cc2ccccc2)cc1	3	98	12	94	95	97	96	98	18	0.4	6
COc1ccc(Cn2nnnc2C(c2ccccc2Cl)N2CCC(C(N)=O)CC2)cc1 (stereo unspecified)	15	98	4	99	100	98	101	99	4	-0.1	13
Cc1nc(N2CCOCC2)sc1C(=O)NN	-12	101	-18	99	108	100	105	101	1	0.0	9

Assay outcomes as filed in PubChem.
